# GPR151 activ: activators of human GPR151, primary screen, cell-based, PathHunter beta-arrestin, luminescence; PathHunter beta-arrestin GPR151 cells; activation, % at 11.2 µM; 1% of 650,000 active; AID 1508602, 2020; in the data active = activation above about 4.9%;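 note: 0% = median of compound wells and 100% = cells with positive control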
# TEAD-YAP block: TEAD-YAP interaction inhibition, primary screen, TEAD-YAP interaction inhibitor project, luminescence, HEK-TIYL cells; TEAD-Gal4/YAP UAS-luciferase luminescence; inhibition, % at 9.12 µM; 1.4% of 640,000 active; AID 1259422, 2018; in the data active = inhibition above about 32%;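 note: 0% = median of test compound wells and 100% = reference inhibitor wells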
# FBW7 activator: FBW7 E3 ligase activators, primary screen, biochemical, AlphaScreen, human; F-box/WD repeat-containing protein 7 (Homo sapiens), Q969H0; AlphaScreen FBW7–phospho-cyclin E peptide binding, activator screen; normalized activity (activation), % at 26.1 µM; 0.13% of 650,000 active; AID 1259310, 2017; in the data active = normalized activity above about 1.9%;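 note: purified mutant Fbw7 with reduced substrate affinity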
# Target sequence (Q969H0 whole entry, looked up): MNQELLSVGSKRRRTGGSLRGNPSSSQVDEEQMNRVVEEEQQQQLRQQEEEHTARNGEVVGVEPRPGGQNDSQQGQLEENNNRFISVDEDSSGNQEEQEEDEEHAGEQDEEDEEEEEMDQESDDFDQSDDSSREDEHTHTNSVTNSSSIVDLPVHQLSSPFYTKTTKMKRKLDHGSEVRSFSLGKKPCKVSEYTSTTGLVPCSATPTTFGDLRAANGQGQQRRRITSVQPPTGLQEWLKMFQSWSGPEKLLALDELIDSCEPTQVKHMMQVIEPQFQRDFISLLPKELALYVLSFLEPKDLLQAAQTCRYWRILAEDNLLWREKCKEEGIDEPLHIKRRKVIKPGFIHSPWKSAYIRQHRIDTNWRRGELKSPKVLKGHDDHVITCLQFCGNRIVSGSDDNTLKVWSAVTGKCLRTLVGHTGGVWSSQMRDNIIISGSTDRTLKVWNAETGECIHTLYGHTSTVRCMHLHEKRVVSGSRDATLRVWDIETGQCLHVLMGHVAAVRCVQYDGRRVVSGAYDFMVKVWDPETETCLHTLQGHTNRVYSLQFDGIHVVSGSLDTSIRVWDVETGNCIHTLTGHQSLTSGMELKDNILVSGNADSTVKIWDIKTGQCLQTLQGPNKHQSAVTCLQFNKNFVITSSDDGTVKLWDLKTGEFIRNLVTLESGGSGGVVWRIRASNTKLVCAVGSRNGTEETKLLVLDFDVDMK
# MITF inh: MITF inhibitors, primary screen, biochemical, AlphaScreen, human; Microphthalmia-associated transcription factor (Homo sapiens), O75030; AlphaScreen MITF homodimerization, bead proximity signal; inhibition, % at 2.6 µM; 0.91% of 650,000 active; AID 1259374, 2018; in the data active = inhibition above about 50%;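 note: 0% = vehicle wells with protein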
# * marks the source's active call; other numbers are inactive results. Rows were taken by chance. About 3.5% of those tested had a hit in this group.
# Sample of the layout:
SMILES,GPR151 activ,TEAD-YAP block,FBW7 activator,MITF inh
O=C(c1nc2ccc(Cl)cn2c1CNC1CCOC1)N1CCCCCCC1 (stereo not given),-0.8,16.9,0.2,12.0
O=C(Nc1ccc(S(=O)(=O)Nc2nccs2)cc1)c1ccccc1I,-0.8,-9.3,-0.1,2.4
CCCCOC(=O)c1ccc(-c2n[nH]c(=O)c3ccccc23)cc1,0.5,-11.0,-0.1,1.1

# Main list (from the top)
SMILES,GPR151 activ,TEAD-YAP block,FBW7 activator,MITF inh
O=C(c1nc2ccc(Cl)cn2c1CNC1CCOC1)N1CCCCCCC1 (stereo not given),-0.8,16.9,0.2,12.0
O=C(Nc1ccc(S(=O)(=O)Nc2nccs2)cc1)c1ccccc1I,-0.8,-9.3,-0.1,2.4
CCCCOC(=O)c1ccc(-c2n[nH]c(=O)c3ccccc23)cc1,0.5,-11.0,-0.1,1.1
CCOC(=O)c1c(C)[nH]c(C(=O)CSc2ccccc2)c1C,0.0,7.1,0.1,-9.8
O=C(/C=C/c1cccc([N+](=O)[O-])c1)Nc1cccnc1,0.2,-19.2,-0.1,-16.8
Cc1cc(C)cc(N(CC(=O)Nc2ccc(C)c(C)c2)S(=O)(=O)c2c(C)noc2C)c1,-1.2,-2.6,-0.1,-1.4
CCOc1cc(C2C(C(C)=O)=C(O)C(=O)N2c2ccc(C)c(Br)c2)ccc1O (stereo not given),-0.3,-13.1,0.5,-15.9
CCc1ccc2oc(-c3ccc(C)c(NC(=O)c4cccc([N+](=O)[O-])c4C)c3)nc2c1,-0.2,-11.3,0.1,8.0
CC(C)n1c(Nc2ccccn2)nc2c(NC3CC3)ncnc21,3.1,9.5,0.0,6.6
CC(C)n1c(Nc2nc3ccccc3n2C)nc2c(Nc3ccccc3)ncnc21,-0.7,-5.4,0.1,13.0
O=C(Cn1c(=O)n(-c2ccc(F)cc2)c(=O)c2ccccc21)NCc1ccccc1,1.0,13.9,0.1,9.4
O=C1CSC(c2cccc(Br)c2)N1c1cc(Cl)ccc1O (stereo not given),-0.9,4.7,0.3,16.1

# Limited to TEAD-YAP block (2 entries from above):
SMILES	TEAD-YAP block
O=C1CSC(c2cccc(Br)c2)N1c1cc(Cl)ccc1O (stereo not given)	4.7
CCCCOC(=O)c1ccc(-c2n[nH]c(=O)c3ccccc23)cc1	-11.0

# (continued)
SMILES,GPR151 activ,TEAD-YAP block,FBW7 activator,MITF inh
O=C(NCCNC(=O)NC1CCCCC1)NC1CCCCC1,-1.6,-1.7,-0.1,-3.3
CCCCOc1ccc(N2C(=O)CC(N3CCN(c4ccccn4)CC3)C2=O)cc1 (stereo not given),0.1,13.2,0.0,3.6
Cc1ccc(-c2nc3ccc(C(=O)NC4CCCC4)cc3nc2-c2ccc(C)cc2)cc1,0.7,7.7,-0.1,-6.3
Cc1ccc(-n2c(=O)c(C#N)cc3c(=O)n4ccccc4nc32)cc1,0.0,8.4,0.0,8.0
Cc1ccc(/C=C(\C#N)C(=O)NCc2ccco2)o1,1.7,-25.8,0.0,4.5
COc1ccc(CCNC(=O)c2cc(S(=O)(=O)N3CCCCC3)ccc2F)cc1OC,-0.7,-17.6,-0.1,0.9
Cc1ccc2[nH]c(C(=O)NCC3CCC4(CCN(C(=O)CC(C)C)CC4)O3)cc2c1 (stereo not given),0.1,6.9,0.0,-5.3
NNC(=O)CSc1nc2ccccc2n1Cc1ccccc1,2.4,6.4,0.7,10.9
COc1ccc(-n2c(=O)[nH]c3nc(-c4cccc(NC(C)=O)c4)cnc32)cc1,0.0,5.6,0.1,5.3
O=C1Nc2c(ccc3ccccc23)C1(O)C(F)(F)F (stereo not given),-0.1,-1.9,0.2,4.8
COc1cccc(NC(=O)c2ccc(-c3ccc(Cl)cc3)nc2N2CCOCC2)c1,3.6,-11.7,0.0,7.8
CC(=O)N1CCc2cc(Br)cc(S(=O)(=O)N3CCOCC3)c21,-0.6,-4.2,0.2,8.1
O=c1oc2ccccc2cc1-c1cn(-c2cccc(C(F)(F)F)c2)c(=S)[nH]1,-0.4,-6.4,-0.1,-0.7
O=C(COc1ccc([N+](=O)[O-])cc1)N(c1ccccc1)C1C=CS(=O)(=O)C1 (stereo not given),-1.7,3.6,0.1,14.9
COc1cccc(-c2cc(C(=O)NCCCN3CCOCC3)on2)c1,0.1,-1.0,-0.1,-4.3
O=C1c2ccccc2C(=O)N1c1ncccn1,-0.9,6.4,0.8,-3.7
CN(C)P(=O)(NNc1ccccc1)NNc1ccccc1,0.7,-13.6,-0.1,1.5
O=C(Nc1ccccc1NC(=O)c1ccccc1)c1ccccc1,-0.2,9.1,-0.1,2.8
O=C(COc1ccc2ccccc2c1)NCc1ccc2c(c1)OCO2,2.9,3.1,0.1,25.1
COc1ccc(-c2nnc(-c3cc(-c4ccc(C)cc4)n(-c4ccccc4)n3)o2)cc1,0.4,3.9,-0.3,-6.3
COc1ccc(O)c(CN2CCN(Cc3ccccc3)C(CCO)C2)c1 (stereo not given),-1.2,-7.0,0.0,0.2
N#Cc1cc2cc3c(cc2nc1SCC(=O)NCCc1ccccc1)OCO3,-0.7,-0.1,-0.1,-16.8
Cc1ccc2c(COC(=O)CNS(=O)(=O)c3ccc(C)c(C)c3)cc(=O)oc2c1,-1.5,1.2,0.0,5.8
Cc1sc(NC(=O)c2ccccc2)c(C#N)c1C,-0.3,-48.1,0.1,8.4
COc1ccc(C=C2C(=O)NC(=O)NC2=O)cc1OCc1cccc2ccccc12,0.5,8.5,0.0,9.0
COc1cccc(OC)c1OCCOCCN1CCN(C)CC1,0.7,-1.3,0.0,8.9
COc1ccc(COC(=O)C2=C(C)NC(=O)NC2c2ccc(F)c(Br)c2)cc1 (stereo not given),4.5,-1.5,0.5,2.8
COc1cccc(CC(C2CCN(C(=O)c3ncc(C)[nH]3)CC2)N(C)Cc2ccncc2)c1 (stereo not given),0.2,3.3,-0.1,8.1
CCc1ccccc1N1C(=O)c2cccnc2C1=O,-0.1,-0.9,-0.2,36.6
CNC(=O)CSc1nccn1Cc1ccc(Cl)cc1,-1.1,1.6,0.3,9.5
CCCOC(=O)C1=C(C)NC2=C(C(=O)CC(C)(C)C2)C1c1ccc(OCC)cc1 (stereo not given),-1.4,0.9,0.3,13.3
O=C1N[C@@H](Cc2c[nH]c3ccccc23)C(=O)N2CCN(C(=O)c3ccc4ccccc4c3)C[C@H]12,2.4,5.3,-0.1,3.7
Cc1c(C(=O)NNS(=O)(=O)c2ccccc2)cccc1[N+](=O)[O-],-0.3,3.0,0.0,-5.9
COc1ccc(/C(N)=N/OC(=O)c2cccc(I)c2)cc1OC,-0.7,-6.6,0.1,-3.4
O=C(Cc1ccccc1)Nc1ccnn1C1CCN(Cc2ccc3cc(F)ccc3n2)CC1,0.4,8.4,0.0,-12.3
Cc1ccc(S(=O)(=O)CCC(=O)Nc2ccccc2Cl)cc1,-0.3,3.5,-0.1,7.8

# Record cards, from the list above. Order of screens: GPR151 activ, TEAD-YAP block, FBW7 activator, MITF inh
# COc1cccc(OC)c1OCCOCCN1CCN(C)CC1 across the screens: 0.7, -1.3, 0.0, 8.9
# CCCOC(=O)C1=C(C)NC2=C(C(=O)CC(C)(C)C2)C1c1ccc(OCC)cc1 (stereo not given) across the screens: -1.4, 0.9, 0.3, 13.3
# CCc1ccccc1N1C(=O)c2cccnc2C1=O across the screens: -0.1, -0.9, -0.2, 36.6
# Cc1ccc(S(=O)(=O)CCC(=O)Nc2ccccc2Cl)cc1 across the screens: -0.3, 3.5, -0.1, 7.8
# CNC(=O)CSc1nccn1Cc1ccc(Cl)cc1 across the screens: -1.1, 1.6, 0.3, 9.5

# More compounds
SMILES,GPR151 activ,TEAD-YAP block,FBW7 activator,MITF inh
CCCCNc1nc2ccccc2n1CC(=O)Nc1ccc2c(c1)OCCO2,2.0,-11.5,-0.2,-1.2
CC(=O)N1c2ccc(S(=O)(=O)N(CCO)Cc3ccccc3)cc2CC1C (stereo not given),0.2,-0.6,0.0,7.6
C[C@@H]1NC(=O)[C@@H]2C[C@H](NC(=O)c3cccc(Br)c3)CN2C1=O,-1.0,5.4,0.2,19.9
Cn1c(=O)[nH]c(=O)c2c1nc(N/N=C/c1ccc([N+](=O)[O-])cc1)n2Cc1ccccc1,1.9,5.7,-0.4,0.7
CCOc1ccc(/C=C/C(=O)Nc2cc(C)ccc2OC)cc1OC,2.0,4.4,-0.1,-16.3
O=C(NCc1cccs1)NCC(c1ccsc1)N1CCCCCC1 (stereo not given),-0.6,-5.7,0.1,-0.5
CCCCSCC(O)CN1CCCCC1 (stereo not given),-1.4,10.2,0.6,-0.4
COc1cc(Nc2nc(NCCc3ccc(O)cc3)c3ncn(-c4ccccc4)c3n2)cc(OC)c1OC,0.0,25.2,0.1,5.6
COc1ccccc1CNc1nc2ccccc2c2nc(-c3ccncc3)nn12,-0.5,15.7,0.3,4.9
CCOc1ccc(C(=O)Nc2sc3c(c2C(N)=O)CC(C)(C)NC3(C)C)cc1,3.7,-5.4,-0.1,1.1
CC1CCN(C(=O)CSc2nc3c(c(=O)n2-c2ccccc2)SCC3)CC1,1.9,6.2,0.0,0.2
COCCCNC(=O)CNC(=S)N(Cc1ccc(F)cc1)C1CCCCC1,-1.4,6.3,0.6,2.8
CC(=O)Nc1ccc(NC(=O)CN(c2cccc(C(C)=O)c2)S(C)(=O)=O)cc1,-0.1,6.6,0.4,18.1
Cc1cc(C(=O)OCc2cc(Cl)cc3c2OCOC3)c(C)o1,0.5,-2.4,0.0,-0.3
O=C(O)c1ccc(C(=O)Nc2ccc(I)cc2)c(C(=O)O)c1,-0.6,6.6,0.0,0.9
O=C(Nc1ccc(NCc2cccnc2)cc1)c1ccc(Cl)cc1Cl,-1.5,1.6,0.1,12.6
COc1ccc2cc3cc(C(=O)NCc4ccccn4)oc3nc2c1,-4.9,-4.5,0.8,14.6
COc1cccc(C(=O)Nc2nnc(-c3ccc(F)cc3)s2)c1,-0.2,-4.3,0.0,4.9
COCCNC(=O)c1csc2c1CCCCC2,0.9,-2.4,0.2,4.2
NC(=O)C1CCN(C(c2ccc(F)cc2)c2nnnn2Cc2ccc(F)cc2)CC1 (stereo not given),-0.1,5.9,0.0,6.0
O=[N+]([O-])c1ccc(C2=Nc3ccccc3NC(c3ccc(F)cc3)C2)cc1 (stereo not given),-0.6,-50.1,-0.3,0.4
COc1ccc(-c2nc(N3CCCCCC3)nc3n[nH]c(N)c23)cc1,-1.0,-24.0,0.1,23.6
COc1cc2cc(C)c3nnc(SCC(=O)Nc4nccs4)n3c2cc1OC,1.5,-10.3,0.2,-0.9
Cc1nc2ccc(NC(=O)c3nn(C)cc3C)cc2s1,-4.7,-17.9,0.1,-7.3
O=C(OCc1cccc([N+](=O)[O-])c1)c1ccc(NS(=O)(=O)c2cccs2)cc1,4.2,11.2,-0.4,2.8
N#CC1=C(SCC(=O)Nc2ccc(Cl)cc2)NC2=C(C(=O)CCC2)C1c1cccs1 (stereo not given),-0.5,-14.9,0.0,1.6
Cc1ccccc1-n1c(N)c(C(=O)Nc2ccccc2)sc1=S,-1.0,-22.2,0.2,8.7
O=C(COc1ccc(Cl)cc1Br)NNC(=O)c1ccc(O)cc1,-0.7,-7.1,0.0,12.4
CCCCOC(=O)c1ccc(NC(=O)CC(C)C)cc1,2.1,-56.5,0.1,-7.0
O=C(O)C1CCCCC1C(=O)NCc1cccnc1 (stereo not given),-1.2,6.3,0.1,8.9
O=c1/c(=C/c2ccccc2[N+](=O)[O-])sc2nc(-c3ccc(F)cc3)nn12,1.4,5.3,0.0,6.0
CCc1cc(=O)[nH]c(NC2CCN(CC(=O)Nc3ccccc3C(F)(F)F)CC2)n1,-0.4,3.9,0.0,-8.5
CCOc1cc(Br)c(C=O)cc1OC,-1.2,-2.2,-0.1,-9.6
CCOc1cc(C=C(C#N)C#N)ccc1OC(=O)c1cccs1,11.8*,17.7,-0.2,-2.6
COc1ccccc1N1CCN(C2CCCN(Cc3ccc(OCCO)cc3)C2)CC1 (stereo not given),-0.7,2.5,0.6,20.2
O=C(NC(=S)Nc1cccc(C(F)(F)F)c1)c1cccs1,0.2,-15.3,-0.1,-6.5
CCCCOc1cccc(NC(=O)CSc2nc(N)nc(SC)c2C#N)c1,-1.3,5.4,0.3,-7.0
COc1ccc(C2=N/C(=C\c3coc4ccccc4c3=O)C(=O)O2)c(Cl)c1,2.1,2.3,0.2,12.7
COc1ccc(C(=O)n2nc(-c3ccccc3)nc2N)cc1OC,-2.5,-8.4,-0.2,-0.3
COc1ccc(NC(C)=O)cc1CNC(=O)CSc1nnc(-c2ccco2)o1,1.4,-6.4,-0.1,-0.1
CCNC(=O)NC(=O)CSc1n[nH]c(-c2cc(Cl)ccc2OC)n1,2.4,6.8,-0.1,-12.4
O=c1c(-c2ccc(Cl)cc2)c(C(F)(F)F)oc2c(CN3CCOCC3)c(O)ccc12,1.4,-5.4,-0.1,-1.9
O=c1[nH]c2c([N+](=O)[O-])cccc2c2ccccc12,0.8,13.4,0.2,8.3
COc1ccc(NC(=S)NC2CCN(C(C)C)CC2)c(OC)c1,0.1,9.9,0.1,-8.2
COC(=O)C1=CN(Cc2cccs2)C=C(C(=O)OC)C1c1ccc2c(c1)OCO2,-0.7,-0.6,0.3,0.9
